# EBV LMP1 NFkB: EBV LMP1-driven NF-kappaB luciferase reporter inhibitors, primary screen, cell-based, luminescence, single point | 350,000 tested, 0.69% active | inhibition, % at 12.5 µM | AID 504558, 2011 | LMP1-induced NF-kappaB luciferase reporter cells; in the data active = inhibition above about 41%; inconclusive = no clear call, values can overlap the other calls;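 note: 0% = neutral control wells and 100% = reference inhibitor control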
# SRC1 inh: SRC1 coactivator transcriptional activity inhibitors, primary screen, cell-based, luminescence. Nuclear receptor coactivator 1 (Homo sapiens), Q15788. HEK293 GAL4-SRC1 luciferase reporter. inhibition, % at 3.6 µM. 360,000 tested, 0.12% active. AID 588354, 2011;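 active = inhibition above the campaign mean plus 3 SD, with each screening campaign given its own cutoff, cut at about 60% in these data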;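 note: 0% = DMSO treated cells and 100% = gossypol at 36 µM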
# NCOA2 inhibitor: inhibition of GAL4-SRC2 driven luciferase reporter, primary screen, SRC2 inhibitor project, cell-based, luminescence; Nuclear receptor coactivator 2 (Homo sapiens), Q15596; 370,000 tested, 0.17% active; HEK293 GAL4-SRC2 luciferase reporter; inhibition, % at 9 µM;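 active = inhibition above the mean inhibition of all tested compounds plus 3 SD, set per campaign, cut at about 52% in these data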;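 note: 0% = DMSO treated cells and 100% = cells given Gossypol at 36 µM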
# TROY signal inh: inhibitors of TROY-driven NF-kB signaling, primary screen, Q293 LMP1-TROYcd cells, NF-kB luciferase, uHTS. Q293 LMP1-TROYcd NF-kB luciferase reporter, 4 h. inhibition, % at 10 µM. 360,000 tested, 0.98% active;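 active = compounds whose plate-normalised and pattern-corrected inhibition of the luciferase reporter signal at the single screening dose is 50% or more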
# NR5A2 inv ag: LRH-1 (NR5A2) inverse agonists, primary screen, cell-based, luminescence, HEK293T, StAR-luciferase reporter; inhibition, % at 3.6 µM; AID 602396, 2012; LRH-1 transfected, 24 h; 360,000 tested, 0.13% active; Nuclear receptor subfamily 5 group A member 2 (Homo sapiens), O00482;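 active = inhibition above the mean inhibition of all tested compounds plus 3 SD, cut at about 73% in these data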;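 note: 0% = DMSO wells and 100% = reporter-only cells lacking LRH-1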
# Target sequence (O00482 whole entry, looked up): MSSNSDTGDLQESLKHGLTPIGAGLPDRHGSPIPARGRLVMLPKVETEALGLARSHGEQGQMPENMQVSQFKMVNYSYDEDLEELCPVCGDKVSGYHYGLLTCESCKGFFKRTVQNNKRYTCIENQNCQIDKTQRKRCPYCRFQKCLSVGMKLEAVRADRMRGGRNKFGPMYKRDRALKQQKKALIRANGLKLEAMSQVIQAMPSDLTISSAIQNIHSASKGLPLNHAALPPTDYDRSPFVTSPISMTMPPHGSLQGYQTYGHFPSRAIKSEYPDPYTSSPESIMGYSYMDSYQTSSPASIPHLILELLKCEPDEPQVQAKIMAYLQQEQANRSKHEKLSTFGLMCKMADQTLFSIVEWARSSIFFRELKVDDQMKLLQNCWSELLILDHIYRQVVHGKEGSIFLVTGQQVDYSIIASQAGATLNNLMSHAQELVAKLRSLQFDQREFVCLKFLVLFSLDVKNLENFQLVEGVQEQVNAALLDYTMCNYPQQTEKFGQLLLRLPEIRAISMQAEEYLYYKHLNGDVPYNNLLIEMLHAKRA
# NOD2 RIPK2 PPI: NOD2-RIPK2 binding disruptors in cells, primary screen, fluorescence, CHO cells, BLA complementation; 360,000 tested, 0.38% active; CCF4 ratio; inhibition, % at 4.98 µM; Receptor-interacting serine/threonine-protein kinase 2 (Homo sapiens), O43353; AID 624267, 2012; in the data active = inhibition above about 21%;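 note: 0% = vehicle only and 100% = reference blocker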
# Target sequence (O43353 whole entry, looked up): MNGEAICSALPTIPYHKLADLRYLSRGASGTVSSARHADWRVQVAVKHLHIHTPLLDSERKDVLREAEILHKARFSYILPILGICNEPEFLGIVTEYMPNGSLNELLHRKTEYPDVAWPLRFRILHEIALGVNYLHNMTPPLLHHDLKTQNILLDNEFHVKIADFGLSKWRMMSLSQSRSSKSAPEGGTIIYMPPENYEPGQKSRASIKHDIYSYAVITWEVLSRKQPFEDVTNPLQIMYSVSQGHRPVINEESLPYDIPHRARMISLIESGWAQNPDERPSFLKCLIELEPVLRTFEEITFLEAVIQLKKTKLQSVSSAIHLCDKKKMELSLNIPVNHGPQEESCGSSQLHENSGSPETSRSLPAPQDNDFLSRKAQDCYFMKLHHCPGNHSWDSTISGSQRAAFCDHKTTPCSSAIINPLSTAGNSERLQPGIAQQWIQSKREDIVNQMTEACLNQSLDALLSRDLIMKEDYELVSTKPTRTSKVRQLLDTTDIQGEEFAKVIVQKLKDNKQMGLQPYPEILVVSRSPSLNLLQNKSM
# TLR9-MyD88 inh: inhibitors of TLR9-MyD88 association in cells, primary screen, cell-based, CHO, BLA complementation, fluorescence; CCF4 FRET ratio; 340,000 tested, 0.21% active; inhibition, % at 4.98 µM;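 active = inhibition above the mean over all tested compounds plus 3 SD, cut at about 21% in these data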;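 note: 0% = DMSO only wells and 100% = clavulanate BLA inhibitor control wells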
# SRC3 inh: SRC3 coactivator transcriptional activity inhibitors, primary screen, cell-based, luminescence; Nuclear receptor coactivator 3 (Homo sapiens), Q9Y6Q9; HEK293 GAL4-SRC3 luciferase reporter; inhibition, % at 3.6 µM; 360,000 tested, 0.17% active; AID 588352, 2011;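 active = inhibition above a per-campaign cutoff, the mean of all compounds plus 3 SD, cut at about 60% in these data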;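 note: 0% = DMSO-treated cells and 100% = gossypol-treated cells at 36 µM; higher means less SRC3-driven luciferase light from the GAL4 reporter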
# COUP-TFII inh: NR2F2 transcriptional activity inhibitors, primary screen, cell-based, luciferase reporter, HEK293T, luminescence | COUP transcription factor 2 (Homo sapiens), P24468 | HEK293T NGFI-A luciferase reporter | inhibition, % at 8.6 µM | 370,000 tested, 0.7% active | AID 686940, 2013;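 active = inhibition above a per-plate cutoff, mean inhibition of test wells between control levels plus 3 SD, cut at about 38% in these data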;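 note: cells cotransfected with COUP-TFII expression vector driving the NGFI-A reporter; 0% = median of COUP-TF2 test wells and 100% = reporter-only cells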
# TRAIL sens C8: viability loss with TRAIL in NB7+C8 cells, primary screen, TRAIL sensitizer project, cell-based, ATPlite luminescence; inhibition (viability loss, TRAIL sensitization), % at 10 µM; 360,000 tested, 1% active;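 active = compounds causing at least 50% loss of cell viability in the single-dose screen, relative to plate controls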
# Vif inh: HIV Vif self-association inhibitors, primary screen, imaging, HEK293T, single point. HEK293T cells, Vif self-association by quenched fluorescence, 24 h. inhibition, % at 7.49 µM. 340,000 tested, 0.35% active; in the data active = inhibition above about 50%, passing the limit was not always enough; inconclusive = no clear call, values can overlap the other calls; inactive = below about 31%; note: some results filed as inactive read as strong as hits
# Numbers without * were called inactive; ? = inconclusive; · = no result given. This is a subset; rates above refer to the full screens.
SMILES,EBV LMP1 NFkB,SRC1 inh,NCOA2 inhibitor,TROY signal inh,NR5A2 inv ag,NOD2 RIPK2 PPI,TLR9-MyD88 inh,SRC3 inh,COUP-TFII inh,TRAIL sens C8,Vif inh
CN1C2C=C3C(C#N)=C(N)C(C#N)(C#N)[C@@H](c4ccc(Cl)cc4)[C@@H]3C1CC2 (stereo partly specified),2,1,-13,-4,-1,1,12,-17,11,6,13
COc1ccc(CNc2ccc3c(c2)nc(C)n3C)cc1OC,0,-46,-2,4,-22,-9,-4,-29,-2,5,-6
CC(C)CCN1C(=O)c2ccc(C(=O)Nc3ccc(O)cc3C(=O)O)cc2C1=O,0,3,3,37,-4,-10,5,-7,-19,5,-15
Cc1nc2ccccc2nc1OCc1cccc([N+](=O)[O-])c1,-8,-5,-2,8,-37,1,1,9,-1,-8,8
CC(OC(=O)c1cc(=O)[nH]c2ccccc12)C(=O)NCc1ccccc1 (stereo unspecified),0,5,4,8,-2,-5,-2,11,-13,-17,-9
Cc1ccc(C(=O)N(C)Cc2ccccc2)cc1S(=O)(=O)N1CCOCC1,-2,-6,5,-5,-4,3,-5,-1,-2,28,1
NS(=O)(=O)c1ccc(NC(=O)CN2CCN(S(=O)(=O)/C=C/c3ccccc3)CC2)cc1,-4,7,0,2,-7,-16,-1,4,-1,-8,11
Cc1nc(CS(=O)(=O)c2ccc(Cl)cc2)cc(N2CCOCC2)n1,-7,1,-4,7,12,-2,-2,10,5,2,6
O=C1NC(=Nc2ccc3ccccc3c2)S/C1=C/c1ccco1,-19,-32,-14,9,5,-2,-2,-37,-12,38,-24
COc1ccccc1CNC(=O)c1cc(=O)c2ccccc2o1,-1,10,-2,-24,-12,-9,1,3,1,18,-8
Cc1ccc(N2CCN(S(=O)(=O)c3ccc(Cl)s3)CC2C)cc1 (stereo unspecified),10,-16,11,10,-13,0,6,11,0,13,-1
CCCCNc1nc2sc3c(c2c(=O)n1-c1cccc(Cl)c1)CCN(C)C3,8,11,-12,-15,-9,-2,0,26,5,7,-4

# Three compounds out of the list above, ordered by the number in SRC1 inh, descending:
SMILES	EBV LMP1 NFkB	SRC1 inh	NCOA2 inhibitor	NR5A2 inv ag	NOD2 RIPK2 PPI	TLR9-MyD88 inh	SRC3 inh	COUP-TFII inh	Vif inh
NS(=O)(=O)c1ccc(NC(=O)CN2CCN(S(=O)(=O)/C=C/c3ccccc3)CC2)cc1	-4	7	0	-7	-16	-1	4	-1	11
Cc1nc(CS(=O)(=O)c2ccc(Cl)cc2)cc(N2CCOCC2)n1	-7	1	-4	12	-2	-2	10	5	6
COc1ccc(CNc2ccc3c(c2)nc(C)n3C)cc1OC	0	-46	-2	-22	-9	-4	-29	-2	-6

# (more compounds)
SMILES,EBV LMP1 NFkB,SRC1 inh,NCOA2 inhibitor,TROY signal inh,NR5A2 inv ag,NOD2 RIPK2 PPI,TLR9-MyD88 inh,SRC3 inh,COUP-TFII inh,TRAIL sens C8,Vif inh
Cc1ccc(/C=N/NC(=O)c2c(C)nc3ccc(Br)cn23)cc1,9,1,6,5,1,4,11,-256,21,23,27
CCN(C(=O)COC(=O)CCCc1c[nH]c2ccccc12)c1c(N)n(Cc2ccccc2)c(=O)[nH]c1=O,-8,3,-14,13,-20,1,-3,8,22,-4,14
Nc1c(-c2ccccc2)nc(Cl)nc1-c1ccccc1,2,4,2,-9,21,0,2,9,14,-5,-15
COc1ccc([C@H]2C[C@H](n3cc(COC(=O)c4ccccc4)nn3)[C@@H](O)CN2C(=O)c2cccs2)cc1,4,-14,-14,3,-6,0,4,-16,-11,5,2
COc1ccc(O)c(C(=O)c2cnn(C(=O)c3ccc(C)cc3)c2)c1,-9,-15,14,12,0,3,6,-18,2,-8,4
O=C(O)CCCn1nc(C(F)(F)F)c2c1CCCCC2,-3,-2,-17,-6,7,-2,-3,-3,-1,-2,1
CCOc1ccc(NC(=O)C2CSC(c3ccncc3)=N2)cc1 (stereo unspecified),-4,-19,-13,-7,-10,0,-1,1,-8,-4,·
Cc1cc([N+](=O)[O-])c(N2CCC[C@@H]2C(=O)O)c([N+](=O)[O-])c1,-3,-13,-12,-8,5,-1,4,0,13,1,-3
Cc1ccc(NC(=O)c2cc(-n3cnnc3)ccc2Cl)cc1,-2,-13,-24,-20,7,-5,5,-4,10,15,-2
Cc1ccc(S(=O)(=O)Nc2ccccc2N2CCCCC2)cc1,-21,-16,-21,-12,-14,-6,-7,-3,4,31,·
O=C(Cn1nc(Cc2cccnc2)c2ccccc2c1=O)NCCCN1CCCC1=O,-1,0,-34,1,-13,-3,-15,11,0,-15,-7
COC(=O)CN1C(=O)c2cccc3cccc1c23,4,-9,9,-19,1,-1,-8,4,-6,-13,-1
O=C(COc1ccc(C(=S)N2CCOCC2)cc1)N1CCOCC1,-3,2,-34,8,20,-8,-7,-5,12,-13,8
O=C(OCC(=O)c1ccc[nH]1)c1ccc2ccccc2n1,-2,-2,3,-24,-1,2,-5,-1,17,-4,-1
O=C(Nc1nccs1)C1CCCN(S(=O)(=O)c2cccc3cccnc23)C1 (stereo unspecified),2,-18,8,2,-7,-13,0,-3,8,3,-27
Cn1c(=N)n(CC(O)c2ccco2)c2ccccc21 (stereo unspecified),2,-6,-23,7,-2,-10,-3,9,9,10,·
Cc1ccc(C)c(NC(=S)N2CCC(NC(=O)c3ccc(F)cc3)CC2)c1,2,2,-2,-15,8,-5,2,-3,1,13,7
COc1ccc(CNC(=O)CSc2nc3ccc(N)cc3s2)cc1,-1,-14,-4,-10,5,12,-1,-13,-3,-2,10
CC(C)CCn1c(N2CCOCC2)nc2c1c(=O)n(CC(N)=O)c(=O)n2C,-4,4,8,-1,8,-2,1,2,4,10,25
COc1ccc(S(=O)(=O)N2CCCC2C(=O)Nc2nccs2)cc1 (stereo unspecified),-6,-5,6,-9,0,-7,4,6,1,-13,-6
CC1(C(=O)NCc2ccccc2)CSCC(=O)N1C1CCN(Cc2ccccc2)CC1 (stereo unspecified),·,·,14,·,0,-16,·,·,0,-5,·
CN(CC(=O)Nc1ccc(N2CCOCC2)cc1)C(=O)C12CC3CC(CC(C3)C1)C2,-4,4,-14,0,1,2,4,8,2,17,-6
CC(C)[C@H](NC(=O)c1ccco1)C(=O)OCC(=O)Nc1ccc(F)cc1,-2,4,4,-8,19,-1,-5,4,-14,0,-2
CC1Cc2nc(SCC(=O)N3CCOCC3)n(-c3ccccc3)c(=O)c2S1 (stereo unspecified),1,3,2,-17,-14,7,5,-9,9,7,-7
Cn1c(NNC(=O)C(c2ccccc2)c2ccccc2)cc(=O)n(C)c1=O,0,-3,-9,-1,-5,-2,-5,23,-15,-15,3
O=C(NCc1ccc(F)cc1)Nc1ccccc1,2,-31,-67,-32,-50,-9,-1,-19,-18,-2,6
N=c1c(C(=O)NCC2CCCO2)cc2c(=O)n3ccccc3nc2n1Cc1ccccc1Cl (stereo unspecified),11,-3,2,-9,26,-9,-4,25,-27,-5,1
O=C(NC(=S)Nc1cccc(Cl)c1N1CCCCC1)c1cccs1,-1,-2,-9,-10,4,-5,-1,6,13,23,-8
Cc1ccc([N+](=O)[O-])cc1S(=O)(=O)Nc1ccc(N2CCOCC2)cc1,-16,2,-30,10,1,1,-2,-9,2,-6,-6
CC1CCN(C(=O)C2CCN(C(=O)c3cc4sccc4n3Cc3ccc(F)cc3)CC2)CC1,6,10,1,11,22,0,7,-4,4,15,-3
c1cn2cc(-c3ccc4c(c3)OCO4)nc2s1,-14,-124,-44,-42,-164,-6,0,-104,-19,44,?
COCCOC(=O)C1=C(C)NC(=S)NC1/C=C/c1ccccc1 (stereo unspecified),2,1,-11,37,5,-6,-11,5,12,-9,7
CSc1ncc(C(=O)Nc2ccccc2)cn1,2,-9,1,4,-10,-6,-7,-11,-23,-8,7
O=C(O)c1cc(NC(=O)c2cccc(C(=O)Nc3cc(C(=O)O)cc(C(=O)O)c3)c2)cc(C(=O)O)c1,-43,1,-10,12,-3,5,4,-18,-1,12,-3
O=C(c1ccc(Cl)cc1)C1CCCN(C(=O)/C=C/c2ccccn2)C1 (stereo unspecified),-2,-15,0,6,8,2,4,5,-16,0,-1
Cc1cc(N=Nc2ccccc2)c(NCC(O)C(O)C(O)CO)cc1C (stereo unspecified),-10,-22,-21,-29,-5,-1,-7,-13,-13,3,6
CCc1ccccc1NC(=O)c1ccc(S(=O)(=O)N2CCCC2)cc1,-5,11,20,4,-2,1,-5,-11,-1,15,20
O=C1CCCN1CN(C(=O)c1ccccc1)c1ccccc1,13,4,-9,-17,-9,-6,-9,12,14,10,2
O=C(O)Cn1c(=S)sc2ccccc21,-11,0,23,6,18,-6,0,-13,23,-3,-1
O=C(NN1CCOCC1)c1cccc(COc2cccc(Br)c2)c1,-14,-15,-18,-43,-29,4,5,-38,-6,-6,-3
O=C(Cn1c(N2CCN(c3ccccc3)CC2)nc2ccccc21)c1ccccc1,5,-4,9,7,-6,-10,-9,11,-16,-5,-2
Cc1ccccc1NC(=O)c1ccc(NC(=O)C2CCCO2)cc1 (stereo unspecified),2,-22,·,2,-9,-3,-2,-7,·,10,11
CC(=O)c1ccc(S(=O)(=O)N2CCC3(CC2)OCCO3)cc1,-6,4,-4,-3,-16,-37,-2,20,-5,-10,-5
COc1ccc(CCNC(=O)c2ccc(NS(=O)(=O)c3c(C)noc3C)cc2)cc1OC,-2,4,-23,17,-10,12,-1,12,-8,-2,-1
O=C(COc1ccc2c3c(c(=O)oc2c1)CCC3)Nc1ccc(CN2CCOCC2)cc1,7,4,3,8,-8,-5,-1,9,3,1,5
COc1ccccc1CN1CC(=O)N2CSC[C@H]2C1=O,-7,-34,-14,-10,-18,-1,5,-23,-23,13,-2
CCCCC1NC(=S)N(C2CCCCC2)C1=O (stereo unspecified),10,-9,-28,-8,-21,-8,7,12,1,-14,-12
Cn1c(=S)n(C)c2ccccc21,3,-6,8,-3,-7,-8,-5,6,-9,-6,0
COc1ccc(NC(=O)CSc2ccccc2)cc1S(=O)(=O)N1CCCCC1,2,-18,0,8,3,-36,3,-2,1,-7,-5
CCC(=O)c1ccccc1OCC(=O)Nc1c(C)cccc1C,2,16,8,-13,-1,7,-6,-4,0,-5,·
COc1cc(C#N)c(NC(=S)N2CCN(C(=O)c3ccco3)CC2)cc1OC,·,-10,4,13,10,7,·,-4,8,5,-1
Cc1cc(C)c2nc(N3CCC(C(=O)NCc4ccccn4)CC3)sc2c1,-17,-16,-40,-16,-46,-18,-3,-11,-6,-1,-2
CN1N=C2c3ccccc3CCCC2C1c1ccc(F)cc1 (stereo unspecified),-24,-144,-13,11,-82,7,-1,-37,11,2,5

# Source: PubChem BioAssay (several laboratories)
